Screening data from PubChem BioAssay.
MBD2 inh – inhibitors of human MBD2 binding to methylated oligonucleotide; 370,000 tested, 0.31% active; AID 686964; Q9UBB5; TR-FRET; inhibition, % at 4.4 µM; in the data active = inhibition above about 13%
Target sequence (Q9UBB5 whole entry, looked up): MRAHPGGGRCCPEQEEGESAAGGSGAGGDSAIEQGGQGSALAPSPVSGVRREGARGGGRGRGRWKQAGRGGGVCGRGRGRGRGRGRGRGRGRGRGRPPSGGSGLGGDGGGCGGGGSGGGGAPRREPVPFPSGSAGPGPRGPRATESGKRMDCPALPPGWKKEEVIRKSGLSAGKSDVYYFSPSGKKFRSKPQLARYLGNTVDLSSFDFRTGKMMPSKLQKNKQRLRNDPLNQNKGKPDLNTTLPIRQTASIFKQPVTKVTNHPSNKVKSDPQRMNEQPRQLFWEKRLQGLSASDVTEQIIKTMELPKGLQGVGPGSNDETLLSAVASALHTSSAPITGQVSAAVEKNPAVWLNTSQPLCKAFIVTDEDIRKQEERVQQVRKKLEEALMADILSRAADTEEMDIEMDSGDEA
PRMT1 FP inh – PRMT1 (human) inhibition, primary screen; inhibition, % at 2.79 µM; 370,000 tested, 1.3% active; Q99873; recombinant PRMT1, activity-based probe fluorescence polarization;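 active = inhibition above about 21% made by adding two undisclosed values, limit read from the data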
TCR-CD3 inh – human TCR-CD3 binding inhibition | TAMRA-labeled TCR probe fluorescence, biochemical | inhibition, % at 9.4 µM | 360,000 tested, 0.37% active; in the data active = inhibition above about 19%;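 note: recombinant mutant TCR 2C K166C tagged with TAMRA read by polarization; 0% = receptor in buffer alone and 100% = receptor with positive control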
LEDGF integ inh – blocks HIV-1 LEDGF/p75-dependent DNA integration; TR-FRET IN-LEDGF/p75 DNA integration, Eu/Cy5; inhibition, % at 3.7 µM; 370,000 tested, 0.64% active;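 active = inhibition above the screen-wide mean plus 3 SD, cut at about 13% in these data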;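 note: signal is the Cy5 over europium emission ratio at 671 and 618 nm; 0% = plate median of compound wells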
PG9 Ab binder – PG9 antibody binding by small molecule; TR-FRET gp120-PG9 antibody binding; inhibition, % at 6.7 µM; 360,000 tested, 0.43% active; in the data active = inhibition above about 8.5%
mABHD4 FP – inhibits mouse alpha/beta hydrolase domain 4. 370,000 tested, 0.54% active. Q8VD66. inhibition, % at 8.92 µM. AID 720543. purified mABHD4, FP-Rh probe fluorescence polarization;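 active = inhibition exceeding the mean over every tested compound plus 3 SD, cut at about 30% in these data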;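 note: 0% = plate median of compound wells and 100% = S159A mutant with DMSO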
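Assay system: mouse ABHD4 enzyme, wild type / Also added: fluorescent activity-based probe FP-Rh / Doses: single nominal dose of 8.92 µM, 0.89% DMSO final / Timing: 45 min compound pre-incubation plus 60 min probe step, 25 °C / Signal: FP readout, ex 525 nm / em 598 nm / Control set: S159A mutant/DMSO as 100%, compound-well median as 0%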
rCAG binder – r(CAG) repeat RNA binding; TO-PRO-1 dye displacement fluorescence; inhibition, % at 3 µM; 370,000 tested, 1.3% active; AID 651821;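 active = inhibition above the plate cutoff, the mean of all test compounds on that plate plus 3 SD, cut at about 35% in these data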;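 note: 0% = DMSO alone and 100% = 100 µM mitoxantrone as full dye displacement; higher means more dye released from RNA so lower well fluorescence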
UHRF1 binding – blocks human UHRF1 binding to methylated DNA. 370,000 tested, 0.75% active. Q96T88. UHRF1 binding to methylated oligo, TR-FRET. inhibition, % at 4.4 µM; in the data active = inhibition above about 21%;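 note: UHRF1 SRA domain binding a hemimethylated CpG hairpin DNA probe; 0% = median of test compound wells and 100% = reference inhibitor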
NR1D1 modulator – modulators of human Rev-erb alpha DNA binding. AID 1259318. activity, % at 10 µM. 370,000 tested, 0.79% active. P20393. Rev-erbα–FITC-DNA binding, fluorescence polarization, 90 min;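 active = activity above about 14%, limit read from the data; passing the limit was not always enough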;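 note: 0% = DMSO wells with 35 nM protein and 100% = DMSO wells with 750 nM protein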
Target sequence (P20393 whole entry, looked up): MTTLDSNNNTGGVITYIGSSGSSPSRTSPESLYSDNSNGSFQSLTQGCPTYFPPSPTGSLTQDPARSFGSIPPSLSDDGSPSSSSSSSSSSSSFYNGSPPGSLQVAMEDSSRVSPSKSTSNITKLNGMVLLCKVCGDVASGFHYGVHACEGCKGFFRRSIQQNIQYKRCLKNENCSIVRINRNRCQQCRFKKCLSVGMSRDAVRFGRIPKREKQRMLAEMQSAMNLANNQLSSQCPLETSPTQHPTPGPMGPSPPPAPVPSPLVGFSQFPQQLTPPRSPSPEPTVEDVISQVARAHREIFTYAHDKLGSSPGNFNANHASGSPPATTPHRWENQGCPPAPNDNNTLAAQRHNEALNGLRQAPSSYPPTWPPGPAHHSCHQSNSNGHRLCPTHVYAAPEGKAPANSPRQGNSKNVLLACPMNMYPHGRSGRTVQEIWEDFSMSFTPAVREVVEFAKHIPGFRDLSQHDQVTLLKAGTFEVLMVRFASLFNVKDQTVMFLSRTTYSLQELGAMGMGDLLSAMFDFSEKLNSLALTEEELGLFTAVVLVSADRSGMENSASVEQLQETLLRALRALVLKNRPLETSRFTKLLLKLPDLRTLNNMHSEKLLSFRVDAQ
HTRA1 inhibitor – blocks human HTRA1 serine peptidase. Q92743. recombinant HTRA1, FP-rhodamine activity-based probe, fluorescence polarization. inhibition, % at 5.96 µM. 340,000 tested, 0.5% active. AID 504803; in the data active = inhibition above about 36%;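 note: 0% = enzyme with DMSO and 100% = wells lacking enzyme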
An asterisk follows results filed as active. Not all compounds are listed; the hit share may differ from the screen's.

O=C(Nc1ccnn1C1CCN(C2CCCCC2)CC1)c1ccccc1 was read as MBD2 inh 0, PRMT1 FP inh -7, TCR-CD3 inh 3, LEDGF integ inh 0, PG9 Ab binder 0.0, mABHD4 FP 0, rCAG binder -6, UHRF1 binding 0, NR1D1 modulator 1 and HTRA1 inhibitor -3.
For C=C(C(=O)c1ccccc1)C(C(=C)C(=O)c1ccccc1)c1ccc(OC)cc1 the results were MBD2 inh 0, PRMT1 FP inh 4, TCR-CD3 inh -5, LEDGF integ inh -5, PG9 Ab binder -0.4, mABHD4 FP -8, rCAG binder 0, UHRF1 binding 5, NR1D1 modulator -3 and HTRA1 inhibitor -6.
For O=C(Nc1ccon1)c1ccc2c(c1)OCO2 the results were MBD2 inh 10, PRMT1 FP inh 3, TCR-CD3 inh -2, LEDGF integ inh -4, PG9 Ab binder 1.2, mABHD4 FP -11, rCAG binder 2, UHRF1 binding 5, NR1D1 modulator -2 and HTRA1 inhibitor 4.
COc1cc2c(cc1OC)C(Cc1ccccc1[N+](=O)[O-])=NCC2 was read as MBD2 inh -2, PRMT1 FP inh 4, TCR-CD3 inh 1, LEDGF integ inh 5, PG9 Ab binder -1.1, mABHD4 FP 5, rCAG binder 6, UHRF1 binding -1, NR1D1 modulator -4 and HTRA1 inhibitor 6.
`CCOC(=O)c1sc(NC(=O)CN2C(=O)C3CC=CCC3C2=O)nc1C` (stereo unspecified) gave MBD2 inh 0, PRMT1 FP inh 1, TCR-CD3 inh -2, LEDGF integ inh -2, PG9 Ab binder -0.3, mABHD4 FP 4, rCAG binder 1, UHRF1 binding 1, NR1D1 modulator 3 and HTRA1 inhibitor 1.
`CSCC[C@H](NC(=O)NC1CCCC1)C(=O)O` gave MBD2 inh 1, PRMT1 FP inh 3, TCR-CD3 inh 2, LEDGF integ inh -6, PG9 Ab binder 0.6, mABHD4 FP -2, rCAG binder -3, UHRF1 binding 0, NR1D1 modulator 0 and HTRA1 inhibitor -2.
COC(=O)c1c(C)oc(C)c1S(=O)(=O)NCc1ccc(Cl)cc1Cl was read as MBD2 inh 0, PRMT1 FP inh -10, TCR-CD3 inh -1, LEDGF integ inh 2, PG9 Ab binder -0.7, mABHD4 FP 8, rCAG binder -5, UHRF1 binding -3, NR1D1 modulator -4 and HTRA1 inhibitor -1.
Screening COc1ccc2nc(N3C(=O)C(O)=C(C(=O)c4ccco4)C3c3ccc(OC)c(OC)c3)sc2c1 (stereo unspecified) returned MBD2 inh 5, PRMT1 FP inh 9, TCR-CD3 inh 0, LEDGF integ inh -2, PG9 Ab binder -0.3, mABHD4 FP 0, rCAG binder 56*, UHRF1 binding -1, NR1D1 modulator -3 and HTRA1 inhibitor -8.
`COc1ccccc1N(C)S(=O)(=O)c1ccc(C(=O)N2CCC(C(N)=O)CC2)cc1` gave MBD2 inh -7, PRMT1 FP inh -1, TCR-CD3 inh 3, LEDGF integ inh 1, PG9 Ab binder -1.6, mABHD4 FP 2, rCAG binder -3, UHRF1 binding 1, NR1D1 modulator -4 and HTRA1 inhibitor 1.
O=C(Nc1nc(-c2ccncc2)cs1)c1ccc(S(=O)(=O)N2CCOCC2)cc1 was read as MBD2 inh -8, PRMT1 FP inh -5, TCR-CD3 inh 1, LEDGF integ inh 5, PG9 Ab binder -1.9, mABHD4 FP -11, rCAG binder 3, UHRF1 binding 1, NR1D1 modulator 1 and HTRA1 inhibitor -9.
For COC(=O)[C@@]12C[C@@H](CC(=O)N3CCC(c4ccccc4)CC3)C(=O)N(Cc3ccco3)C1=CCC(C)(C)C2 the results were MBD2 inh -5, PRMT1 FP inh 4, TCR-CD3 inh -5, LEDGF integ inh -8, PG9 Ab binder -3.2, mABHD4 FP -7, rCAG binder 3, UHRF1 binding 1 and NR1D1 modulator -3.
`CCc1nnc(NC(=O)CSc2ncnc3scc(-c4ccc(C)cc4)c23)s1` gave MBD2 inh -3, PRMT1 FP inh 2, TCR-CD3 inh -3, LEDGF integ inh 4, PG9 Ab binder 5.2, mABHD4 FP -1, rCAG binder 2, UHRF1 binding -2, NR1D1 modulator -9 and HTRA1 inhibitor -8.

Among those listed so far, 2 contain two or more sulfur atoms:
O=C(Nc1nc(-c2ccncc2)cs1)c1ccc(S(=O)(=O)N2CCOCC2)cc1 was read as MBD2 inh -8, PRMT1 FP inh -5, TCR-CD3 inh 1, LEDGF integ inh 5, PG9 Ab binder -1.9, mABHD4 FP -11, rCAG binder 3, UHRF1 binding 1, NR1D1 modulator 1 and HTRA1 inhibitor -9.
`CCc1nnc(NC(=O)CSc2ncnc3scc(-c4ccc(C)cc4)c23)s1` gave MBD2 inh -3, PRMT1 FP inh 2, TCR-CD3 inh -3, LEDGF integ inh 4, PG9 Ab binder 5.2, mABHD4 FP -1, rCAG binder 2, UHRF1 binding -2, NR1D1 modulator -9 and HTRA1 inhibitor -8.

More compounds.
CC(=O)c1ccc(NC(=O)CCOc2cc(C)ccc2C)cc1 was read as MBD2 inh -4, PRMT1 FP inh 0, TCR-CD3 inh 2, LEDGF integ inh 4, PG9 Ab binder -0.8, mABHD4 FP -4, rCAG binder 4, UHRF1 binding -3, NR1D1 modulator 1 and HTRA1 inhibitor -13.
O=C1NC(Cc2ccccc2)c2nc3ccc(Cl)cc3c(=O)n2-c2ccc(Cl)cc21 (stereo unspecified) was read as MBD2 inh 4, PRMT1 FP inh 3, TCR-CD3 inh 7, LEDGF integ inh 2, PG9 Ab binder 0.4, mABHD4 FP -16, rCAG binder 16, UHRF1 binding -2 and NR1D1 modulator -5.
CC1(C)CC(=O)C=C(c2ccc(COC(=O)c3cc(F)cc(F)c3)cc2)C1=O was read as MBD2 inh -1, PRMT1 FP inh -1, TCR-CD3 inh -4, LEDGF integ inh -4, PG9 Ab binder 0.4, mABHD4 FP -9, rCAG binder 3, UHRF1 binding 0, NR1D1 modulator 8 and HTRA1 inhibitor -17.
For COc1cc(C(=O)NCCc2ccc(S(N)(=O)=O)cc2)cc(OC)c1OC the results were MBD2 inh 6, PRMT1 FP inh -1, TCR-CD3 inh 5, LEDGF integ inh 4, PG9 Ab binder -3.7, mABHD4 FP 7, rCAG binder -1, UHRF1 binding -2, NR1D1 modulator -2 and HTRA1 inhibitor 4.
O=C(O)C1CCCN1C(=O)C1CCN(S(=O)(=O)c2cccc(C(F)(F)F)c2)CC1 (stereo unspecified) was read as MBD2 inh -4, PRMT1 FP inh -6, TCR-CD3 inh 3, LEDGF integ inh 1, PG9 Ab binder -2.4, mABHD4 FP -3, rCAG binder -3, UHRF1 binding -2, NR1D1 modulator 4 and HTRA1 inhibitor -5.
For CN(C)S(=O)(=O)c1ccc(C(=O)Nc2ccc(OCC(=O)N3CCOCC3)cc2)cc1 the results were MBD2 inh -4, PRMT1 FP inh 0, TCR-CD3 inh 8, LEDGF integ inh -3, PG9 Ab binder 0.3, mABHD4 FP 3, rCAG binder -3, UHRF1 binding 1, NR1D1 modulator -5 and HTRA1 inhibitor 3.
For COc1ccc(CCNC(=O)CCn2cccc2)cc1OC the results were MBD2 inh -5, PRMT1 FP inh 0, TCR-CD3 inh -2, LEDGF integ inh -4, PG9 Ab binder -0.1, mABHD4 FP 8, rCAG binder 3, UHRF1 binding 1, NR1D1 modulator 1 and HTRA1 inhibitor 2.
For ClCc1csc(-c2ccc(Cl)cc2)n1 the results were MBD2 inh 4, PRMT1 FP inh 3, TCR-CD3 inh -4, LEDGF integ inh 0, PG9 Ab binder -1.0, mABHD4 FP -1, rCAG binder -3, UHRF1 binding 2, NR1D1 modulator 4 and HTRA1 inhibitor 2.
For O=C1CCCc2c1nc(-c1ccccc1F)n2O the results were MBD2 inh 1, PRMT1 FP inh -2, TCR-CD3 inh -3, LEDGF integ inh -1, PG9 Ab binder -1.7, mABHD4 FP 1, rCAG binder 0, UHRF1 binding -2, NR1D1 modulator 5 and HTRA1 inhibitor 1.
`COc1ccc(C2NC(=S)NC(C)=C2C(=O)N2CCOCC2)cc1` (stereo unspecified) gave MBD2 inh -6, PRMT1 FP inh 1, TCR-CD3 inh 13, LEDGF integ inh -1, PG9 Ab binder -0.7, mABHD4 FP -5, rCAG binder 1, UHRF1 binding 1, NR1D1 modulator -4 and HTRA1 inhibitor -6.
`CC(CC(=O)Nc1nccs1)c1ccccc1` (stereo unspecified) gave MBD2 inh -3, PRMT1 FP inh -2, TCR-CD3 inh 5, LEDGF integ inh 0, PG9 Ab binder -2.3, mABHD4 FP 0, rCAG binder -1, UHRF1 binding -1, NR1D1 modulator 1 and HTRA1 inhibitor -2.
`N#C/C(=C\c1c(N2CCOCC2)nc2ccccn2c1=O)S(=O)(=O)c1ccccc1` gave MBD2 inh -7, PRMT1 FP inh 2, TCR-CD3 inh 2, LEDGF integ inh 0, PG9 Ab binder -0.2, mABHD4 FP 16, rCAG binder 4, UHRF1 binding 0, NR1D1 modulator -3 and HTRA1 inhibitor -2.
Screening COc1ccc([C@H]2N[C@]3(CCCN(Cc4cccn4C)C3=O)[C@H]3C(=O)N(C)C(=O)[C@@H]23)cc1 returned MBD2 inh -2, PRMT1 FP inh 2, TCR-CD3 inh 8, LEDGF integ inh -3, PG9 Ab binder 0.8, mABHD4 FP 1, rCAG binder 10, UHRF1 binding -5, NR1D1 modulator -5 and HTRA1 inhibitor 3.
N#Cc1ccccc1OCC(=O)Nc1c(C(=O)C2CC2)oc2ccccc12 was read as MBD2 inh -4, PRMT1 FP inh -1, TCR-CD3 inh 7, LEDGF integ inh 2, PG9 Ab binder -7.8, mABHD4 FP 7, rCAG binder 3, UHRF1 binding 0, NR1D1 modulator 15 and HTRA1 inhibitor -6.
COc1ccc(/C=N/NC(=O)c2ccc(Cl)cc2)cc1Cn1cc(Cl)cn1 was read as MBD2 inh 1, PRMT1 FP inh -2, TCR-CD3 inh 10, LEDGF integ inh 0, PG9 Ab binder -2.1, mABHD4 FP -7, rCAG binder 0, UHRF1 binding -3, NR1D1 modulator -2 and HTRA1 inhibitor -4.
`NNC(=O)CN1C(c2cccc(Cl)c2)=Nc2ccc(Br)cc2C1c1ccccc1` (stereo unspecified) gave MBD2 inh 3, PRMT1 FP inh 1, TCR-CD3 inh -9, LEDGF integ inh -2, PG9 Ab binder -0.5, mABHD4 FP -14, rCAG binder 3, UHRF1 binding -1, NR1D1 modulator 3 and HTRA1 inhibitor -82.
`O=c1[nH]nc(C(F)(F)F)c2nnn(Cc3ccccc3Cl)c12` gave MBD2 inh 3, PRMT1 FP inh 4, TCR-CD3 inh 6, LEDGF integ inh 1, PG9 Ab binder -0.2, mABHD4 FP -3, rCAG binder 3, UHRF1 binding 1, NR1D1 modulator -3 and HTRA1 inhibitor -4.
`COc1ccc(NS(=O)(=O)c2cccc(C(=O)NCC(c3ccc(OC)cc3)N3CCOCC3)c2)cc1` (stereo unspecified) gave MBD2 inh 0, PRMT1 FP inh 0, TCR-CD3 inh 5, LEDGF integ inh 1, PG9 Ab binder -1.4, mABHD4 FP 7, rCAG binder 1, UHRF1 binding 1, NR1D1 modulator 9 and HTRA1 inhibitor 4.
`O=C(NCc1ccccc1Br)c1ccc2c(c1)OCCO2` gave MBD2 inh 1, PRMT1 FP inh -1, TCR-CD3 inh 5, LEDGF integ inh -3, PG9 Ab binder 0.6, mABHD4 FP 2, rCAG binder -1, UHRF1 binding -1, NR1D1 modulator 1 and HTRA1 inhibitor -10.
